Screening data from PubChem.
CHRM1 PAM = human CHRM1 positive allosteric modulation | CHO-K1 hM1, Fluo-8 calcium fluorescence, ACh EC20; 0% = ACh EC20, 100% = maximal ACh | AID 588819 | activation, % at 3 µM | 0.088% of 360,000 active; in the data active = activation above about 19%, passing the limit was not always enough
Target sequence (P11229 whole entry, looked up): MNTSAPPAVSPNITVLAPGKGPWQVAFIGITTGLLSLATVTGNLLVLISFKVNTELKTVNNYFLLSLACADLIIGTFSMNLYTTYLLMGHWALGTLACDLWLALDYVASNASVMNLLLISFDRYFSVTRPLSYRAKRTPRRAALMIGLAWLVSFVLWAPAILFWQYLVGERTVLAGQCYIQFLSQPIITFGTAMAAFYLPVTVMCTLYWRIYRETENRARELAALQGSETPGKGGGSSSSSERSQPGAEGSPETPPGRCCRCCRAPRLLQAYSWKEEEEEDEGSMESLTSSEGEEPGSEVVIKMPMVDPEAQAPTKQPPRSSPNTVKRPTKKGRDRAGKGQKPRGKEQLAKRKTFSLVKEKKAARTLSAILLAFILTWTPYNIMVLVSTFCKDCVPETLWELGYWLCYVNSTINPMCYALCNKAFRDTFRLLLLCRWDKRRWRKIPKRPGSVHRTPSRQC
CRFBP-R2 block = antagonists of CRF-binding protein/CRF-R2 receptor complex; HEK293 CRF-R2/CRF-BP, CRF-induced calcium fluorescence; inhibition, % at 11.8 µM; 0.59% of 350,000 active; AID 588475;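 active = inhibition of the ligand-induced calcium signal above about 50% at the single tested concentration, limit read from the data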
CHRM5 PAM = positive allosteric modulators of human muscarinic M5 receptor; P08912; CHO-K1 hM5, Fluo-8 calcium, ACh EC20 PAM; 0% = ACh EC20, 100% = ACh EC100; AID 624038; activation, % at 3 µM; 0.3% of 360,000 active;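 active = activation above the run cutoff, the mean activation of all test compounds plus 3 SD, cut at about 18% in these data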
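system = human M5 receptor in CHO-K1 cells | compound = one concentration, 3 µM final (nominal) | schedule = Post-acetylcholine fluorescence recording 140 s | signal = Fluo-8 calcium dye fluorescence, kinetic read | benchmarks = low control EC20 acetylcholine (0%), high control EC100 acetylcholine (100%) | repeats = singlicate, one well per test compound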
M5 antag = CHRM5 antagonism in calcium assay; 0.59% of 360,000 active; CHO-hM5 cells, Fluo-8 calcium fluorescence, ACh EC80; P08912; inhibition, % at 3 µM;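 active = inhibition above a per-plate cutoff, the mean of that plate's test compounds plus 3 SD, cut at about 27% in these data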;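 note: 0% = acetylcholine EC80 with DMSO and 100% = DMSO without agonist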
CHRM5 agonist = CHRM5 agonism in calcium assay; P08912; CHO-K1 hM5 cells, Fluo-8 calcium fluorescence; 0% DMSO wells, 100% maximal acetylcholine response; activation, % at 3 µM; 0.19% of 360,000 active; AID 624037;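 active = activation above the run's mean over test compounds plus 3 SD, cut at about 23% in these data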;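 note: signal is peak over basal fluorescence ratio across the kinetic read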
CRFR2-BP ag = agonists of human CRF-binding protein/CRF-R2 receptor complex; HEK293 CRF-R2/CRF-BP, calcium dye fluorescence (FLIPR); percent of saturating CRF peptide response; 0.46% of 350,000 active; AID 588473; activation, % at 13.2 µM;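 active = activation of at least 50%, plus an integration ratio under a set limit after plate pattern correction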;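 note: plate controls were neutral control wells without compound for no effect and CRF at EC100 for full effect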
M4 ag = CHRM4 agonism in calcium assay; P08173; CHO-K1 hM4/Gqi5, Fluo-8 calcium fluorescence; vehicle 0%, full acetylcholine response 100%; activation, % at 3 µM; 0.14% of 360,000 active;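 active = activation above the run mean over all test wells plus 3 SD, cut at about 32% in these data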;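 note: peak over basal fluorescence ratio per well then scaled between controls; 0% = DMSO wells and 100% = acetylcholine at EC100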
Target sequence (P08173 whole entry, looked up): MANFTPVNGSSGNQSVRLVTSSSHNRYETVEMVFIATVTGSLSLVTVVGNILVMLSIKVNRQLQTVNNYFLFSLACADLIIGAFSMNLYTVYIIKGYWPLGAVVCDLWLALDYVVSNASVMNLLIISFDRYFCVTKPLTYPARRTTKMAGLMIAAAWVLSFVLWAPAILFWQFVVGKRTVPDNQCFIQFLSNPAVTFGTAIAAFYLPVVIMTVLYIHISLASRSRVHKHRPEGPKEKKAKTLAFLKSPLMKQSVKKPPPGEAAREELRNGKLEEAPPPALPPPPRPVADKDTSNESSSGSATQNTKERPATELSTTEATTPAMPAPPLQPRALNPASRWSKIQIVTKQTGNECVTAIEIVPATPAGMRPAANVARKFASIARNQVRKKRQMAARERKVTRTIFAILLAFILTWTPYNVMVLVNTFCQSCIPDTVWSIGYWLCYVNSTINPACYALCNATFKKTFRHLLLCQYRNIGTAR
M4 PAM = positive allosteric modulators of human muscarinic M4 receptor. P08173. CHO-K1 hM4/Gqi5, Fluo-8 calcium fluorescence, ACh EC20; 0% = ACh EC20, 100% = maximal ACh. activation, % at 3 µM. 0.4% of 360,000 active. AID 624126;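 active = activation above its plate's cutoff, the mean activation of sample wells plus 3 SD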; note: some results filed as inactive read as strong as hits
M4 antag = blocks acetylcholine activation of human M4 receptor; P08173; CHO-hM4 cells, ACh EC80, Fluo-8 calcium fluorescence; inhibition, % at 3 µM; 0.73% of 360,000 active; AID 624125;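 active = inhibition above its plate's cutoff, the mean inhibition of sample wells plus 3 SD, cut at about 27% in these data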;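 note: 0% = acetylcholine EC80 with DMSO and 100% = DMSO without agonist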
* marks the source's active call; other numbers are inactive results; . = not tested or not shown.

SMILES	CHRM1 PAM	CRFBP-R2 block	CHRM5 PAM	M5 antag	CHRM5 agonist	CRFR2-BP ag	M4 ag	M4 PAM	M4 antag
COCCNC(=O)C1CCN(C(=O)c2cc3sccc3n2Cc2ccc(F)cc2)CC1	4	-4	-10	2	1	0.1	7	-2	-9
CCSc1nnc(Cn2c(=O)sc3ccccc32)n1C	4	5	4	-5	1	-0.6	2	1	-10
O=C(CSCc1c(Cl)cccc1Cl)Nc1nccs1	5	-11	-1	0	0	-1.9	0	4	-2
Cc1cc(=O)[nH]c(SCc2cc(Cl)ccc2OC(F)F)n1	-1	8	-7	4	3	-2.0	2	-4	4
COc1ccccc1NS(=O)(=O)c1cc(NC(=O)CNC(=O)c2ccccc2)ccc1C	-1	7	5	12	-2	-7.4	7	6	13
O=C(CC(=O)Nc1cccc(Cl)c1)N/N=C\c1ccccc1	-3	-4	-3	5	0	0.9	3	7	-12
CCn1c(C)csc1=NC(=O)c1ccccc1O	5	-2	4	1	1	-0.1	5	4	3
COc1ccc(-c2noc(CCC(=O)N3CCN(c4ccccc4Br)CC3)n2)cc1	6	10	-11	10	0	3.7	3	-1	-16
COc1ccc(C(=O)NC2CC2)cc1OC1CCN(C(C)CSC)CC1 (configuration not stated)	13	-14	6	-7	-1	3.3	1	7	-16
O=c1/c(=C/c2ccco2)sc2nc(-c3ccccc3Br)nn12	7	1	3	7	-1	1.1	0	1	-6
O=C(C(Cc1ccccc1)NS(=O)(=O)c1cccc2cccnc12)N1CCc2ccccc21 (configuration not stated)	9	20	-8	8	1	-0.7	0	7	-7
Nc1c(-c2ccccc2)cnc2c(-c3ccccc3)cnn12	6	-4	3	8	1	2.5	0	4	-1
COc1cccc(OC)c1C(=O)OCC(=O)NCCNC(=O)COC(=O)c1c(OC)cccc1OC	-4	0	0	-2	0	-0.4	3	0	-6
CCN(CC)CCN(C(=O)c1cccc([N+](=O)[O-])c1)c1nc2ccc(OC)cc2s1	6	-7	8	-7	-14	1.4	1	1	-12
CCOC(=O)CCSc1nc(C)c2cc(OC)ccc2n1	-1	1	-5	7	1	-0.4	2	0	4

Among those listed so far, three have an aryl thioether with sulfur outside any ring.
SMILES	CHRM1 PAM	CRFBP-R2 block	CHRM5 PAM	M5 antag	CHRM5 agonist	CRFR2-BP ag	M4 ag	M4 PAM	M4 antag
CCSc1nnc(Cn2c(=O)sc3ccccc32)n1C	4	5	4	-5	1	-0.6	2	1	-10
Cc1cc(=O)[nH]c(SCc2cc(Cl)ccc2OC(F)F)n1	-1	8	-7	4	3	-2.0	2	-4	4
CCOC(=O)CCSc1nc(C)c2cc(OC)ccc2n1	-1	1	-5	7	1	-0.4	2	0	4

(further entries)
SMILES	CHRM1 PAM	CRFBP-R2 block	CHRM5 PAM	M5 antag	CHRM5 agonist	CRFR2-BP ag	M4 ag	M4 PAM	M4 antag
Cc1nc2ccccc2n1CC(=O)NCCN1CCCC1	-11	-12	0	-7	-5	-1.2	1	-3	13
CCc1nc2c(OCCn3cccc3)cccn2c1N(C)C(=O)c1ccccc1F	6	.	-3	7	-1	.	0	0	-5
COc1ccc(CCNC(=O)c2cccc(S(=O)(=O)NC(C)c3ccccc3)c2)cc1 (configuration not stated)	-6	39	-11	17	2	-2.4	5	11	-7
COc1cc(/C=N/NC(N)=O)ccc1OCC(=O)Nc1cc(C)c(C)cc1Br	4	-5	-2	-12	-2	-0.5	1	-8	-1
CCOc1ccc(-c2nnc(-c3ccncc3)o2)cc1	3	-14	42*	-14	-7	1.1	4	25*	-15
CCOC(=O)c1nnn2c1nc(N1CCOCC1)c1ccccc12	28	4	-6	11	-2	-1.7	1	5	-11
COc1ccc(S(=O)(=O)N2CCc3ccccc32)cc1C(=O)NCCc1ccccn1	4	-1	4	14	-5	-1.1	0	-1	7
COc1ccc(CN(C(=S)Nc2ccccc2)C2CC(=O)N(c3ccc(F)cc3)C2=O)cc1 (configuration not stated)	-1	-13	-1	-9	-1	2.9	11	-1	-9
CCOc1ccc(S(=O)(=O)N2CCCC(C(=O)NCc3ccco3)C2)cc1 (configuration not stated)	2	-5	-6	16	-5	0.0	1	-3	2
COC(=O)C1=C(C)NC(=S)NC1c1sccc1C (configuration not stated)	11	12	2	10	-1	1.0	1	-3	4
CN1CCC(=O)N([C@H](CSc2ccc(Br)cc2)c2ccccc2)CC1	-38	3	-11	17	-10	0.1	7	-6	9
COc1ccc(OC)c(NC(=O)CCN2CCN(C)CC2)c1	6	1	-4	17	-3	-0.3	0	-2	2
COc1ccc(NC(=O)C2OC3OC(C)(C)OC3C3OC(C)(C)OC23)cc1 (configuration not stated)	8	1	12	-12	2	-0.4	0	1	-1
Cc1ccc(S(=O)(=O)n2ccc3cccnc32)cc1	5	10	-4	-1	-4	-0.1	-1	-4	0
NC(=O)c1cc(-c2ccccc2)nc(N2CCCCCC2)n1	17	-7	4	-2	-4	2.9	0	12	0
COc1ccc(/C=N/NC(=O)CN2CCCCCCC2)c(C)c1C	5	7	1	10	-4	-0.4	-1	19	-9
Nc1ccc(Cc2ccc(N)c(O)c2)cc1O	-9	7	-17	13	6	0.4	17	-8	9
CCOC(=O)Oc1ccc2c(=O)c(Oc3cc(C)cc(C)c3)coc2c1	1	10	1	0	-3	11	2	7	-9
Cc1ccccc1N1CC(O)(c2ccccc2)[N+]2=C1SCC2 (configuration not stated)	4	13	0	-3	-9	0.2	2	1	3
Cc1ccc(S(=O)(=O)N2CCCC(C(=O)NC3CC3)C2)cc1 (configuration not stated)	-2	-3	3	-1	0	0.1	1	-2	13
Cc1cc(C(F)(F)F)nn1CC(=O)NCc1ccco1	11	3	4	-2	0	0.5	0	-5	0
COc1ccc2c(c1)c(C(=O)CN1CCC(C(N)=O)CC1)c(C)n2C	2	3	-2	1	-3	0.8	0	-1	0
O=C(Nc1ccc(S(=O)(=O)NC2=NCCCCC2)cc1)c1ccc([N+](=O)[O-])s1	6	-2	1	2	0	-1.0	2	-3	3
CCOC(=O)N1CCN(C(=O)/C(=C/c2ccc(OC)c(OC)c2)NC(=O)c2ccccc2)CC1	11	-8	2	4	-2	2.0	1	4	2
Cc1cnc(NC(=O)CCNC(=O)c2ccc([N+](=O)[O-])cc2)s1	-6	-4	-4	0	0	-1.6	1	-4	12
COC(=O)c1ccccc1NC(=O)NCc1ccco1	9	24	1	-7	-2	-0.7	0	13	-2
CCOc1ccc(C(O)C(CN2CCOCC2)c2ccccc2)cc1 (configuration not stated)	4	21	3	-5	-2	-2.8	1	12	11
CCSc1nnc(-c2ccc(Cl)cc2Cl)o1	17	-15	1	8	1	0.2	-2	24	-2
O=C(CSc1nnnn1-c1ccc(Cl)cc1)Nc1cccnc1Cl	5	24	-5	3	3	-1.3	5	-7	8
COC(=O)CSc1nc(N)nc(C)c1Cl	-6	30	-5	5	-7	-2.7	-1	-8	-2

Records above that bear a hit mark in M4 PAM:
SMILES	CHRM1 PAM	CRFBP-R2 block	CHRM5 PAM	M5 antag	CHRM5 agonist	CRFR2-BP ag	M4 ag	M4 PAM	M4 antag
CCOc1ccc(-c2nnc(-c3ccncc3)o2)cc1	3	-14	42*	-14	-7	1.1	4	25*	-15

Returning to the listing; the 3 compounds before the break are reprinted first.
SMILES	CHRM1 PAM	CRFBP-R2 block	CHRM5 PAM	M5 antag	CHRM5 agonist	CRFR2-BP ag	M4 ag	M4 PAM	M4 antag
CCSc1nnc(-c2ccc(Cl)cc2Cl)o1	17	-15	1	8	1	0.2	-2	24	-2
O=C(CSc1nnnn1-c1ccc(Cl)cc1)Nc1cccnc1Cl	5	24	-5	3	3	-1.3	5	-7	8
COC(=O)CSc1nc(N)nc(C)c1Cl	-6	30	-5	5	-7	-2.7	-1	-8	-2
CNc1nc(NCc2ccccc2)c2sccc2n1	-4	.	-7	-5	7	.	14	0	-16
Cc1cc2c(C)cc(=O)oc2c2c1NCCC2	3	-13	-4	12	-5	-1.4	-1	16	5
N#Cc1ccc(C(=O)OCC(=O)Nc2ccc(N3CCOCC3)cc2)cc1	9	6	1	4	4	1.8	1	-3	-2
Cc1cc(C(c2ccc(O)cc2)c2cc(C)c(O)cc2C)c(C)cc1O	9	-65	-1	7	37*	69*	30	-7	8
COCCCNc1nc(N)c([N+](=O)[O-])c(NCc2ccccc2)n1	-3	-34	-3	8	5	-1.8	2	-3	6
CC(C)(C)OC(=O)N1CCC[C@H]1C(=O)Nc1ccc(Br)cc1	1	-5	-10	11	-4	0.1	1	2	-11
O=C(CN1C(=O)NC2(CCCCCCC2)C1=O)Nc1ccc(Br)cc1Br	7	-31	1	14	-1	-0.6	2	2	-1
CCOc1ccc(CNC(=O)CCC(=O)N2CCSc3ccccc32)cc1	-8	4	-5	-3	3	-5.8	12	-2	-1
CN(C)c1nc(N)c([N+](=O)[O-])c(NCC2CCCO2)n1 (configuration not stated)	9	-5	-4	12	-5	0.4	-1	-1	9
CCc1cccc2c(C(=O)C(F)(F)F)cn(CC(=O)N3CCOCC3)c12	6	-27	4	-2	0	-0.9	1	12	-7
COc1ccc(-n2nc(C(=O)NCC(=O)NCc3ccc(F)cc3)c3ccccc3c2=O)c(OC)c1	3	-13	-1	-1	1	-0.5	1	-6	18
COC(=O)[C@]1(CC(C)C)N[C@H](c2ccc(-c3ccc(C(C)=O)cc3)cc2)[C@@H]2C(=O)N(C)C(=O)[C@@H]21	30*	-9	4	-1	2	2.2	3	10	-10
O=C(COc1ccccc1)OCc1cc(-c2ccco2)on1	17	2	-4	7	-2	-0.9	4	2	-3
Cc1cnc(C(=O)OCC(=O)Nc2c(Cl)cc(Cl)cc2Cl)cn1	4	-3	-4	13	2	0.5	0	3	2
CCN(CC)S(=O)(=O)c1cccc(NC(=O)COc2ccc(Cl)cc2Br)c1	-2	1	-10	5	0	0.3	4	-10	-1
N#CCc1ccc(NC(=O)c2ccc(CN3CCc4ccccc4C3)cc2)cc1	-9	-5	-6	-1	2	3.0	8	-7	-4

Taken from above.
In CRFR2-BP ag, `COC(=O)[C@]1(CC(C)C)N[C@H](c2ccc(-c3ccc(C(C)=O)cc3)cc2)[C@@H]2C(=O)N(C)C(=O)[C@@H]21` is entered as 2.2
In M4 PAM, `O=C(CN1C(=O)NC2(CCCCCCC2)C1=O)Nc1ccc(Br)cc1Br` is entered as 2
In CHRM5 agonist, `CCOc1ccc(CNC(=O)CCC(=O)N2CCSc3ccccc32)cc1` is entered as 3
In M4 antag, `N#CCc1ccc(NC(=O)c2ccc(CN3CCc4ccccc4C3)cc2)cc1` is entered as -4
